Screening results deposited in PubChem by several laboratories.
DNMT1 block – blocks human DNA methyltransferase DNMT1; 0.83% of 360,000 active; DNMT1 molecular beacon, Hinp1I cleavage, fluorescence; P26358; inhibition (reported as % activation of signal), % at 10 µM; AID 588458; in the data active means inhibition above about 50%
TbMetRS inhib – blocks T. brucei methionyl-tRNA synthetase activity | 0.4% of 360,000 active | purified T. brucei MetRS, ATP depletion, Kinase-Glo luminescence | inhibition, % at 11.9 µM;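 active means inhibition above a per-plate cutoff of the control wells' mean inhibition plus 3 SD, cut at about 5.5% in these data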;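 further: 0% = DMSO wells median and 100% = median of wells with control inhibitor compound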
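assay system = parasite MetRS enzyme | timing = 15 min preincubation, 2 h reaction, all 25 °C | evaluation = percent inhibition relative to median high and low control wells | medium = HEPES buffer containing pyrophosphatase, BSA, spermine, DTT | compound = single dose, 11.9 µM final nominal, 0.9% final DMSO | detection = Kinase-Glo luminescence, ATP depletion format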
NRP1-CendR mod – NRP-1/CendR interaction modulation; O14786; FAM-RPARPAR peptide binding to NRP-1, fluorescence polarization; inhibition, % at 25 µM; 0.85% of 360,000 active;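 active means inhibition or corrected inhibition above about 18%, plus a signal ratio from 0.5 to 1.5, limit read from the data, passing the limit was not always enough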; further: strong numbers were not always called active
Target sequence (O14786 whole entry, looked up): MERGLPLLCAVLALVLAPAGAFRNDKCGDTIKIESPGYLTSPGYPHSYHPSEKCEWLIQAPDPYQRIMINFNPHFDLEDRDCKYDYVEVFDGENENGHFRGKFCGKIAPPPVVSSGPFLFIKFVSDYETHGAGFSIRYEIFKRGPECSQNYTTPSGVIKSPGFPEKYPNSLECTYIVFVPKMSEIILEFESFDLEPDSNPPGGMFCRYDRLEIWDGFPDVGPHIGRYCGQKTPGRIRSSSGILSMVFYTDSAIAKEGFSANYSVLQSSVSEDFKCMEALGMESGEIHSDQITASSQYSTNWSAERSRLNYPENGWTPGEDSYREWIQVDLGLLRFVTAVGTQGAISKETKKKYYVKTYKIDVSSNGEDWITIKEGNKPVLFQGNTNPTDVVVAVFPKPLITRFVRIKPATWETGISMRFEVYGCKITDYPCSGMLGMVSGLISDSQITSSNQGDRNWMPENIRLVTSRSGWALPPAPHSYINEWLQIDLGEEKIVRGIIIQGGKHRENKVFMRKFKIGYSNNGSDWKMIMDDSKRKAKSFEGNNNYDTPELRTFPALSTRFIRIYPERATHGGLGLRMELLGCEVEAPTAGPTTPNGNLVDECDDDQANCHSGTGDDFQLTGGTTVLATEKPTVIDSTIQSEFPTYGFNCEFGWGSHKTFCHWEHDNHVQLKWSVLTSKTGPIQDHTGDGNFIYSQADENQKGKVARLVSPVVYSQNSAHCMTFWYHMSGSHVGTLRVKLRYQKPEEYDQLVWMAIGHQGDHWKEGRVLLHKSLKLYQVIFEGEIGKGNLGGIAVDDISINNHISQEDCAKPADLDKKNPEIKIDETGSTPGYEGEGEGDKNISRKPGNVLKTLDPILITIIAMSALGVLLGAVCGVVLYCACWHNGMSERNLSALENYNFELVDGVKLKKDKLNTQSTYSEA
MsrA inhibitor – inhibitors of bovine MsrA. purified bovine MsrA, absorbance read-out. inhibition, % at 15.5 µM. 0.75% of 360,000 active; in the data active means inhibition above about 4.5%;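 further: 0% = vehicle wells with enzyme and 100% = reference inhibitor wells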
STEP inh – inhibitors of human striatal-enriched phosphatase STEP; recombinant STEP, OMFP fluorogenic substrate, fluorescence; AID 588621; 0.25% of 360,000 active; P54829; inhibition, % at 20 µM;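 active means inhibition at 20 µM, scaled per plate between control wells, above about 37%, limit read from the data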;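 further: 0% = DMSO with enzyme and substrate and 100% = substrate only without enzyme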
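Assay system: isolated STEP enzyme. Buffer or medium: pH 6.0 Bis-Tris with DTT and Tween 20. Also added: fluorogenic phosphatase substrate OMFP at 25 µM final. Dosing: 20 µM, 1% DMSO. Timing: 20 min reaction, room temperature, in the dark. Measured by: fluorescence intensity, excitation 480 nm, emission 540 nm. Evaluation: normalized % inhibition.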
SUMO1 PPI mod – SUMO1-SIM interaction modulation. inhibition, % at 20 µM. 0.33% of 360,000 active. SUMO1 binding to a labelled peptide, TR-FRET, 1 h; in the data active means inhibition above about 37%
Scp-1 inhibitor – inhibitors of human Scp-1 phosphatase; Q9GZU7; Recombinant Scp1, phosphopeptide, malachite green phosphate absorbance; inhibition, % at 20 µM; 0.88% of 340,000 active; AID 493091;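 active means inhibition above about 50% at 20 µM, limit read from the data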;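 further: plate controls were DMSO wells with enzyme for no effect and wells lacking enzyme for full effect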
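Test system: SCP-1 phosphatase catalytic domain, residues 76-261 | Compound dosing: One concentration, 20 µM, with 1.0% DMSO | Schedule: 45 min room-temperature reaction, 5 min colour, 30 min stabiliser | Detection: Absorbance at 630 nm | Read-out basis: % inhibition of SCP-1 phosphate liberation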
bovine MsrA act – activators of bovine methionine sulfoxide reductase A. purified bovine MsrA, absorbance read-out. activation, % at 10.6 µM. 0.3% of 360,000 active. AID 602163; in the data active means activation above about 7.5%;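 further: 0% = vehicle and 100% = reference activator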
LMPTP block – LMPTP (human) inhibition; 0.22% of 360,000 active; recombinant LMPTP-A, OMFP fluorogenic substrate, fluorescence intensity; inhibition, % at 20 µM; AID 651560; P24666;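 active means compounds that cut the enzyme signal by at least half of the control window in the single-dose screen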;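 further: plate controls were DMSO wells with enzyme plus substrate for no effect and substrate without enzyme for full effect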
Target sequence (P24666 whole entry, looked up): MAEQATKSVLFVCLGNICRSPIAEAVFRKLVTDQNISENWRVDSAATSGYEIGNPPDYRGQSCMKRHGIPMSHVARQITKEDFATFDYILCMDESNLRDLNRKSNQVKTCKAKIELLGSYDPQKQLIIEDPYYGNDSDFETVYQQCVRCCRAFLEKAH
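Assay system: LMPTP-A, protein tyrosine phosphatase of low molecular weight / Medium: pH 6.0 Bis-Tris buffer with DTT and Triton X-100 / Schedule: 50 min enzyme reaction at room temperature, protected from light / Measured by: endpoint fluorescence intensity from OMFP dephosphorylation / Read-out basis: % inhibition relative to no-enzyme and uninhibited control wells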
E coli Lon inh – inhibitors of E. coli Lon protease | P0A9M0 | purified E. coli Lon protease, fluorescence polarization | inhibition, % at 7.94 µM | 0.42% of 360,000 active | AID 602123; in the data active means inhibition above about 13%, passing the limit was not always enough;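 further: 0% = enzyme with probe and DMSO and 100% = no enzyme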
* hit, by the source's call.

How did COc1ccccc1P(=O)(c1ccccc1)c1ccccc1NC(C)=O (stereo not drawn) do in these assays?
DNMT1 block: 1; TbMetRS inhib: -0.5; NRP1-CendR mod: 5; MsrA inhibitor: 0.2; STEP inh: 0; SUMO1 PPI mod: 1; Scp-1 inhibitor: -5; bovine MsrA act: -4; LMPTP block: -0.9; E coli Lon inh: 0

Results for CCC(C)c1ccc(NC(=O)c2cccs2)cc1 (stereo not drawn) ?
DNMT1 block: 3; TbMetRS inhib: -0.5; NRP1-CendR mod: -5; MsrA inhibitor: -1.7; STEP inh: 1; SUMO1 PPI mod: 21; Scp-1 inhibitor: -7; bovine MsrA act: -4; LMPTP block: 1.1; E coli Lon inh: 3

How did O=C(Oc1cccc([N+](=O)[O-])c1)C1CCN(C(=O)c2ccc(F)cc2)CC1 do in these assays?
DNMT1 block: 2; TbMetRS inhib: -0.1; NRP1-CendR mod: 13; MsrA inhibitor: -1.0; STEP inh: -4; SUMO1 PPI mod: -25; Scp-1 inhibitor: -5; bovine MsrA act: -3; LMPTP block: -0.4; E coli Lon inh: 7

How did COc1ccc(S(=O)(=O)N2CCOCC2)cc1NC(=O)CN1C(=O)NC(C)(C2CC2)C1=O (stereo not drawn) do in these assays?
DNMT1 block: 4; TbMetRS inhib: -0.2; NRP1-CendR mod: 9; MsrA inhibitor: -0.3; STEP inh: 0; SUMO1 PPI mod: 2; Scp-1 inhibitor: -4; bovine MsrA act: 1; LMPTP block: -0.7; E coli Lon inh: 0

How did CC(=O)Nc1ccc(Nc2nc(C)cc(C)n2)cc1 do in these assays?
DNMT1 block: 0; TbMetRS inhib: -1.3; NRP1-CendR mod: -6; MsrA inhibitor: -0.7; STEP inh: 0; SUMO1 PPI mod: 1; Scp-1 inhibitor: -3; bovine MsrA act: -9; LMPTP block: 0.1; E coli Lon inh: 10

What do the screens show for `O=S1(=O)[C@H]2C[C@@H]3C=C[C@@]2(CN1Cc1cccc(Cl)c1)O3`?
DNMT1 block: 3; TbMetRS inhib: -0.2; NRP1-CendR mod: 4; MsrA inhibitor: 0.6; STEP inh: -2; SUMO1 PPI mod: -2; Scp-1 inhibitor: -5; bovine MsrA act: 0; LMPTP block: 0.0; E coli Lon inh: 2

What do the screens show for `N#CC(=C(O)COC(=O)CCCNC(=O)c1ccc(Cl)cc1)c1nc2ccccc2[nH]1`?
DNMT1 block: -22; TbMetRS inhib: -0.3; NRP1-CendR mod: -39; MsrA inhibitor: 0.6; STEP inh: -1; SUMO1 PPI mod: 10; Scp-1 inhibitor: -4; bovine MsrA act: -4; LMPTP block: 1.5; E coli Lon inh: -46

How did Cn1nnnc1SCC(=O)NCCCc1ccccc1 do in these assays?
DNMT1 block: -1; TbMetRS inhib: -1.1; NRP1-CendR mod: -5; MsrA inhibitor: 1.0; STEP inh: -2; SUMO1 PPI mod: -1; Scp-1 inhibitor: -5; bovine MsrA act: -5; LMPTP block: -0.6; E coli Lon inh: 1

How did COc1ccc(NC(=O)CN2C(=O)NC(C)(c3ccccc3)C2=O)cc1Cl (stereo not drawn) do in these assays?
DNMT1 block: -6; TbMetRS inhib: 0.4; NRP1-CendR mod: -4; MsrA inhibitor: 1.0; STEP inh: -1; SUMO1 PPI mod: 0; Scp-1 inhibitor: -5; bovine MsrA act: -2; LMPTP block: 0.1; E coli Lon inh: -39

What do the screens show for `O=C(NC1CCN(C(=S)NCc2ccco2)CC1)c1cccc(F)c1`?
DNMT1 block: 1; TbMetRS inhib: 2.9; NRP1-CendR mod: 4; MsrA inhibitor: 1.8; STEP inh: -1; SUMO1 PPI mod: 1; Scp-1 inhibitor: -10; bovine MsrA act: -2; LMPTP block: -0.2; E coli Lon inh: -3

What do the screens show for `C=CCn1c(SC)nnc1C1COc2ccccc2O1` (stereo not drawn)?
DNMT1 block: 2; TbMetRS inhib: -0.2; NRP1-CendR mod: 4; MsrA inhibitor: 0.8; STEP inh: -3; SUMO1 PPI mod: 1; Scp-1 inhibitor: 4; bovine MsrA act: -2; LMPTP block: 0.7; E coli Lon inh: 17

What do the screens show for `O=C(Nc1nc(-c2ccccn2)cs1)c1cc(S(=O)(=O)N2CCOCC2)ccc1F`?
DNMT1 block: -6; TbMetRS inhib: -0.4; NRP1-CendR mod: -7; MsrA inhibitor: 0.3; STEP inh: 2; SUMO1 PPI mod: 6; Scp-1 inhibitor: 5; bovine MsrA act: -9; LMPTP block: 1.8; E coli Lon inh: -9

How did CCOC(=O)C(C(C)=O)C(c1ccc(OCCC(C)C)cc1)C(C(C)=O)C(=O)OCC (stereo not drawn) do in these assays?
DNMT1 block: 2; TbMetRS inhib: -0.7; NRP1-CendR mod: -3; MsrA inhibitor: -0.5; STEP inh: 3; SUMO1 PPI mod: -1; Scp-1 inhibitor: -3; bovine MsrA act: -3; LMPTP block: -0.1; E coli Lon inh: -5

What do the screens show for `NC(=O)CSc1nc2scc(-c3ccco3)c2c(=O)n1-c1ccccc1`?
DNMT1 block: 50*; TbMetRS inhib: 0.8; NRP1-CendR mod: -62; MsrA inhibitor: 1.3; STEP inh: 4; SUMO1 PPI mod: 13; Scp-1 inhibitor: -2; bovine MsrA act: -5; LMPTP block: 47; E coli Lon inh: -11

What do the screens show for `COc1ccc(C(NCC(=O)Nc2c(C)cccc2C)c2ccccc2)cc1` (stereo not drawn)?
DNMT1 block: 1; TbMetRS inhib: -0.9; NRP1-CendR mod: 1; MsrA inhibitor: -0.1; STEP inh: 0; SUMO1 PPI mod: -5; Scp-1 inhibitor: 2; bovine MsrA act: -1; LMPTP block: -0.8; E coli Lon inh: 2

Arranged by SMILES length (high to low): some entries from above
How did COc1ccc(S(=O)(=O)N2CCOCC2)cc1NC(=O)CN1C(=O)NC(C)(C2CC2)C1=O (stereo not drawn) do in these assays?
DNMT1 block: 4; TbMetRS inhib: -0.2; NRP1-CendR mod: 9; MsrA inhibitor: -0.3; STEP inh: 0; SUMO1 PPI mod: 2; Scp-1 inhibitor: -4; bovine MsrA act: 1; LMPTP block: -0.7; E coli Lon inh: 0

What do the screens show for `C=CCn1c(SC)nnc1C1COc2ccccc2O1` (stereo not drawn)?
DNMT1 block: 2; TbMetRS inhib: -0.2; NRP1-CendR mod: 4; MsrA inhibitor: 0.8; STEP inh: -3; SUMO1 PPI mod: 1; Scp-1 inhibitor: 4; bovine MsrA act: -2; LMPTP block: 0.7; E coli Lon inh: 17

How did Cn1nnnc1SCC(=O)NCCCc1ccccc1 do in these assays?
DNMT1 block: -1; TbMetRS inhib: -1.1; NRP1-CendR mod: -5; MsrA inhibitor: 1.0; STEP inh: -2; SUMO1 PPI mod: -1; Scp-1 inhibitor: -5; bovine MsrA act: -5; LMPTP block: -0.6; E coli Lon inh: 1

Remaining list, next part:
What do the screens show for `O=C(COc1ccc(Br)cc1)OCC(=O)N1CCOCC1`?
DNMT1 block: -1; TbMetRS inhib: -0.1; NRP1-CendR mod: -3; MsrA inhibitor: 0.2; STEP inh: -3; SUMO1 PPI mod: -2; Scp-1 inhibitor: 10; bovine MsrA act: 0; LMPTP block: -0.8; E coli Lon inh: -7

What do the screens show for `O=C(NCc1ccc2c(c1)OCO2)c1cc(-c2ccccc2Cl)on1`?
DNMT1 block: -7; TbMetRS inhib: 0.2; NRP1-CendR mod: 7; MsrA inhibitor: 0.2; STEP inh: 1; SUMO1 PPI mod: -4; Scp-1 inhibitor: 3; bovine MsrA act: -1; LMPTP block: 3.9; E coli Lon inh: 6

How did CC1=C(C(=O)N2CCOCC2)CC(CC(=O)NCc2ccco2)C(=O)N1Cc1ccccc1 (stereo not drawn) do in these assays?
DNMT1 block: 3; TbMetRS inhib: -0.9; NRP1-CendR mod: -4; MsrA inhibitor: -0.4; STEP inh: -2; SUMO1 PPI mod: 0; bovine MsrA act: -1; LMPTP block: -0.7; E coli Lon inh: 2

How did CCOCC(=O)Nc1ccc(OCc2ccccc2)cc1 do in these assays?
DNMT1 block: -3; TbMetRS inhib: 0.2; NRP1-CendR mod: 0; MsrA inhibitor: -1.1; STEP inh: -3; SUMO1 PPI mod: 3; Scp-1 inhibitor: -6; bovine MsrA act: -2; LMPTP block: -1.2; E coli Lon inh: -3

How did CC(C)OC(=O)CNc1n[nH]c(=S)[nH]c1=O do in these assays?
DNMT1 block: -4; TbMetRS inhib: 0.6; NRP1-CendR mod: 8; MsrA inhibitor: 1.3; STEP inh: -3; SUMO1 PPI mod: -6; Scp-1 inhibitor: -10; bovine MsrA act: -5; LMPTP block: -0.7; E coli Lon inh: -5

What do the screens show for `CCOC(=O)c1cnc2ccc(Br)cc2c1NCCCN1CCOCC1`?
DNMT1 block: 6; TbMetRS inhib: 0.4; NRP1-CendR mod: 3; MsrA inhibitor: -0.9; STEP inh: 2; SUMO1 PPI mod: 1; Scp-1 inhibitor: -2; bovine MsrA act: -2; LMPTP block: -1.8; E coli Lon inh: 5

Results for C=CCn1c(Cc2cccs2)nnc1SCC(=O)Nc1ccc(OC)cc1 ?
DNMT1 block: -5; TbMetRS inhib: -0.7; NRP1-CendR mod: 4; MsrA inhibitor: -0.1; STEP inh: -2; SUMO1 PPI mod: -1; Scp-1 inhibitor: -11; bovine MsrA act: -5; LMPTP block: 0.6; E coli Lon inh: -3

How did Cc1cc(NC(=O)CSc2n[nH]c(-c3ccc(Cl)cc3Cl)n2)no1 do in these assays?
DNMT1 block: -5; TbMetRS inhib: 0.0; NRP1-CendR mod: -10; MsrA inhibitor: 1.5; STEP inh: 3; SUMO1 PPI mod: 4; Scp-1 inhibitor: -6; bovine MsrA act: -2; LMPTP block: -0.7; E coli Lon inh: -2

Results for COc1ccc(C(CC(=O)O)NC(=O)C(c2ccccc2)c2ccccc2)cc1 (stereo not drawn) ?
DNMT1 block: -1; TbMetRS inhib: -0.8; NRP1-CendR mod: -15; MsrA inhibitor: -1.0; STEP inh: -2; SUMO1 PPI mod: -1; Scp-1 inhibitor: -9; bovine MsrA act: -4; LMPTP block: -1.6; E coli Lon inh: 7

How did Cc1cc(NS(=O)(=O)c2ccc(NC(=S)NC(=O)c3ccc(C(C)(C)C)cc3)cc2)no1 do in these assays?
DNMT1 block: 2; TbMetRS inhib: -0.5; NRP1-CendR mod: -9; MsrA inhibitor: -0.8; STEP inh: -3; SUMO1 PPI mod: 4; Scp-1 inhibitor: -11; bovine MsrA act: -2; LMPTP block: 0.7; E coli Lon inh: -5

What do the screens show for `COc1cc2cc(CN(Cc3cccnc3)C(=O)Nc3ccccc3F)c(=O)[nH]c2cc1OC`?
DNMT1 block: -5; TbMetRS inhib: -0.5; NRP1-CendR mod: -3; MsrA inhibitor: 2.7; STEP inh: 4; SUMO1 PPI mod: 6; Scp-1 inhibitor: 2; bovine MsrA act: -3; LMPTP block: 0.7; E coli Lon inh: -8

What do the screens show for `CCn1c(SCC(=O)NC2CC2)nnc1-c1ccccn1`?
DNMT1 block: 1; TbMetRS inhib: -0.5; NRP1-CendR mod: 13; MsrA inhibitor: -0.2; STEP inh: 2; SUMO1 PPI mod: 3; Scp-1 inhibitor: -10; bovine MsrA act: -5; LMPTP block: 0.0; E coli Lon inh: 8
